Compound activity: PubChem BioAssay, several laboratories
Lmaj promast: Leishmania major promastigote growth inhibition, primary screen; Leishmania major promastigotes, resazurin fluorescence viability; inhibition, % at 10 µM; 200,000 compounds, 9% hits; in the data active = inhibition above about 50%;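 note: promastigotes grown with compound for 44 hours at 28 °C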
HMGR II inh: inhibitors of E. faecalis class II HMGR, primary screen, biochemical, Enterococcus faecalis. purified E. faecalis HMGR, NADPH absorbance 340 nm kinetic. 190,000 compounds, 0.41% hits. inhibition, % at 10 µM. HMG-CoA reductase (Enterococcus faecalis, mvaE);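 active = inhibition above a set limit, the median over all tested compounds plus 3 SD, cut at about 9.5% in these data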;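 note: enzyme runs in reverse so mevalonate oxidation gives rising NADPH absorbance; 0% = complete reaction with DMSO and 100% = background rate lacking mevalonate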
PPARg SRC3 recr: PPARgamma agonists recruiting SRC-3 coactivator, primary screen, biochemical; AID 731, 2007; Peroxisome proliferator-activated receptor gamma (Homo sapiens), P37231; activation, % at 8 µM; 200,000 compounds, 0.26% hits; biochemical PPARgamma/SRC-3 coactivator recruitment assay; in the data active = activation above about 23%;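 note: 0% = DMSO and 100% = reference agonist; some compounds past the cut are filed as inactive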
Target sequence (P37231 whole entry, looked up): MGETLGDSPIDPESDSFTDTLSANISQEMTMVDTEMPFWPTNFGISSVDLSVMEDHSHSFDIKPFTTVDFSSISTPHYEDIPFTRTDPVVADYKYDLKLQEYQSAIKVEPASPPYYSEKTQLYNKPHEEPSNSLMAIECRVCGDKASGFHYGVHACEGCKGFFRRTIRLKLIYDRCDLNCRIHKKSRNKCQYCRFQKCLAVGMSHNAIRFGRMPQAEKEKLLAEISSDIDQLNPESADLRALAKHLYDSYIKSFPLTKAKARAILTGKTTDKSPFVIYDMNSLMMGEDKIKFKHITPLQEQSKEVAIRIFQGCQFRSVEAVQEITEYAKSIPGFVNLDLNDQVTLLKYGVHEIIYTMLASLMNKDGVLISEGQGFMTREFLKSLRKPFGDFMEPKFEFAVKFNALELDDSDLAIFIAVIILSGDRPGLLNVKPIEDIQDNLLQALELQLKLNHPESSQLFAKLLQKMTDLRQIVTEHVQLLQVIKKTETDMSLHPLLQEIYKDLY
bIAP inhibitor: bovine intestinal alkaline phosphatase inhibitors, primary screen, selectivity assay for TNAP inhibitor project, biochemical, bovine IAP, CDP-star luminescence | AID 1019, 2008 | inhibition, % at 20 µM | purified bovine IAP, 30 min | 190,000 tested, under 10 active | alkaline phosphatase, intestinal [Bos taurus];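 active = over 50% inhibition of intestinal alkaline phosphatase at 20 µM in the single-dose screen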
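Assay system – bovine IAP enzyme · Quantity – bovine IAP at 1/65,000,000 final dilution · Detection – CDP-star luminescence signal · Times – 30 min reaction at room temperature · Also added – CDP-star substrate at 30 µM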
PPARg SRC-2 ag: agonists of PPARg-SRC-2 recruitment, primary screen, biochemical, HTS; 200,000 compounds, 0.34% hits; Peroxisome proliferator-activated receptor gamma (Homo sapiens), P37231; AID 1032, 2008; activation, % at 8 µM; PPARgamma LBD-SRC-2 recruitment; in the data active = activation above about 22%;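 note: 0% = vehicle and 100% = reference agonist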
ROMK primary: ROMK potassium channel modulators, primary screen, cell-based, thallium flux, MLSMR library | Tet-inducible ROMK, thallium flux fluorescence; actives lie on both sides | B-score at 10 µM | 130,000 compounds, 2% hits | AID 1918, 2009;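 active = signal ratio slope over the read window, or its plate-corrected B-score, at least 3 SD from the plate mean, either direction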;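 note: B-score of the F/F0 ratio slope over 7 to 12 s after thallium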
Target sequence (P48048 whole entry, looked up): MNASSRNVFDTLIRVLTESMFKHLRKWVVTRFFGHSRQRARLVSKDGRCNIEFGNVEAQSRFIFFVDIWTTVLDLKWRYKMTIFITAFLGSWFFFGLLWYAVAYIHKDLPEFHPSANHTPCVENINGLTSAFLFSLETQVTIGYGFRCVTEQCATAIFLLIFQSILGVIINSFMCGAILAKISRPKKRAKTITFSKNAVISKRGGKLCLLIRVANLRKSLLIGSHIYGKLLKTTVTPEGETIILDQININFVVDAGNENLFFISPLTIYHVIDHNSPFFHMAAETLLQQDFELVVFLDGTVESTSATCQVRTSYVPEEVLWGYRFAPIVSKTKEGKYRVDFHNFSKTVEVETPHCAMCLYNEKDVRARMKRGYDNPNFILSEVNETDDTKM
Redox H2O2 prof: compounds producing H2O2 with reducing agent – biochemical, NIH compound library profiling, artefact control for MLSCN library redox annotation, primary screen; DTT-dependent redox cycling H2O2, phenol red/HRP absorbance; 100% = 100 µM peroxide control, 0% = buffer; activation, % at 10 µM; 200,000 compounds, 0.03% hits; AID 878, 2007;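 active = activation of at least 50% relative to the plate's high and low controls in the primary single-dose screen; inactive = activation below 50%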;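 note: compound incubated with DTT at 0.8 mM final as the reducing agent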
SRC2 TRFRET art: TR-FRET signal artefacts, primary screen, artefact control for PPARgamma SRC-2 agonist project, biochemical | 200,000 compounds, 0.4% hits | TR-FRET ratio at 8 µM | TR-FRET artefact counter-screen; hits give high values; in the data active = TR-FRET ratio above about 2000; note: inactives centre near 1500
PPARg SRC-1 ag: PPARgamma agonists recruiting SRC-1 coactivator, primary screen, biochemical | PPARgamma-SRC-1 coactivator recruitment biochemical assay | activation, % at 8 µM | 200,000 compounds, 0.41% hits | AID 631, 2007; in the data active = activation above about 19%;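 note: 0% = DMSO and 100% = reference agonist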
S1P3 antagonist: S1P3 receptor antagonists, primary screen, cell-based. CHO S1P3 NFAT-BLA reporter, FRET fluorescence, antagonist mode. inhibition, % at 4.98 µM. 170,000 compounds, 0.27% hits;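 active = inhibition above the plate cutoff, the mean inhibition of test wells on that plate plus 3 SD, cut at about 28% in these data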;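 note: cells challenged with S1P at its EC80 of 0.8 µM; blue over green emission ratio from cleaved BLA substrate after 4 h stimulation; 0% = S1P-stimulated wells and 100% = unstimulated DMSO-only wells; some compounds past the cut are filed as inactive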
RAM inhibit: inhibitors of the yeast RAM network, primary screen, dse1pr::URA3 reporter, 5-FOA selection | S. cerevisiae dse1pr::URA3 reporter, 5-FOA growth OD615, 2 d; analog-sensitive cbk1-as2 kinase mutant strain | 190,000 compounds, 1.8% hits | AID 868, 2007 | inhibition, % at 50 µM;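 active = inhibition above a set limit, 3 SD over mean compound inhibition, cut at about 8.4% in these data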;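 note: 0% = DMSO-only wells with no growth and 100% = 10 µM 1-NA-PP1 full growth; inhibition rescues growth on 5-FOA so higher OD means more RAM inhibition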
The depositor's hits bear a star; · = not tested or not shown.

SMILES	Lmaj promast	HMGR II inh	PPARg SRC3 recr	bIAP inhibitor	PPARg SRC-2 ag	ROMK primary	Redox H2O2 prof	SRC2 TRFRET art	PPARg SRC-1 ag	S1P3 antagonist	RAM inhibit
Cc1nc(SCC(=O)NCc2ccco2)[nH]c(=O)c1C	-3.1	-5.4	-4.4	6.3	-1.9	·	2.1	1411	5.8	·	-0.1
CCCCNC(=O)c1ccc(S(=O)(=O)c2ccc(Cl)cc2)c(NC(C)=O)c1	-5.1	-1.3	-1.7	29.8	1.9	-0.844	0.1	1502	-5.2	·	1.1
CCCOC(=O)c1cc(-c2ccc(/C=C3/C(=O)N(C)C(=O)C(C#N)=C3C)o2)ccc1Cl	3.7	·	3.8	·	7.4	·	0.5	1263	-3.6	·	·
CC12CCC(C(=O)n3c1nc1ccccc13)C2(C)C (stereo not drawn)	-4.2	-6.7	4.6	8.4	3.6	·	1.5	1613	1.9	-19.9	-0.3
COc1ccc(CNc2nc3nc(C)c(Cl)c(C)n3n2)cc1OC	4.6	·	2.0	·	-1.7	·	2.1	1465	2.7	-10.6	·
CCCCCCCCN=C1NC(=O)CS1	-1.6	3.9	9.4	6.7	5.2	·	1.5	1598	0.6	·	1.5
Cc1cccc2sc(N(CCCN(C)C)C(=O)c3ccc(Cl)s3)nc12	40.0	1.2	-2.2	0.3	-4.8	-0.331	-1.9	1479	6.5	-0.7	-0.8
CCOc1ccc(CN2CCN(Cc3ccon3)CC2CCO)cc1 (stereo not drawn)	-5.5	4.0	-1.1	3.1	2.8	-0.154	0.2	1684	3.3	4.4	2.2
CCn1c(SCc2ccc([N+](=O)[O-])cc2)nnc1C(C)NC(=O)c1ccccc1Br (stereo not drawn)	-4.8	-3.3	3.9	-8.9	-1.9	0.665	-4.8	1404	0.3	·	4.1
Cn1c(O)c(N=NC(=O)c2ccccc2O)c2ccccc21	2.7	-0.3	6.1	2.2	12.7	0.165	-0.3	1223	-3.6	-0.3	3.9
Cc1ccc(CCNC(=O)CCSCc2ccc(Cl)cc2)cc1	-3.7	-0.5	2.9	15.3	5.4	·	0.3	1713	-4.1	-4.7	2.3
O=C(CN1C(=O)c2ccccc2S1(=O)=O)NCCSc1ccccc1	-2.8	-0.4	4.7	9.3	3.7	-0.816	0.0	1737	9.2	-30.0	-0.6
CCn1ncc([N+](=O)[O-])c1C(=O)NC1CCCCC1	-2.1	0.3	2.8	4.9	-3.1	0.0488	-0.1	1338	2.5	-4.5	1.5
COc1cccc(CNCCc2c[nH]c3ccccc23)c1OCc1ccc(F)cc1	100.4*	3.4	-2.3	7.1	3.7	-1.54	0.2	1435	-0.8	·	0.0
O=C(N/N=C\CCc1ccccc1)c1ccco1	-3.4	-2.4	-1.2	4.0	-5.0	·	0.1	1327	5.2	1.1	1.1
O=C(CN1CCN(C(=O)c2c(F)cccc2F)CC1)Nc1ccccc1F	-6.5	-5.8	-3.1	10.0	2.2	-0.691	0.2	1628	8.9	-40.3	0.3
COCc1cc(C)nc(SCC[N+](C)(C)CC(=O)Nc2cccc(C)c2)c1C#N	-4.0	1.8	-2.4	8.4	2.1	-0.328	-0.5	1735	3.7	-1.7	1.4
CCC(C)NC(=O)C1=C(C)C(=O)OC12CCC(C)CC2 (stereo not drawn)	-1.2	0.3	10.6	7.2	-1.6	·	-0.5	1710	5.1	-1.2	0.6
O=C1/C(=C/c2ccccc2)CCCc2ccccc21	6.3	-0.5	-2.5	·	-0.7	·	0.9	1585	5.3	·	0.8
COc1ccc(C(=O)N2CCN(c3ccc(C)c(C)c3)CC2)cc1OC	-5.4	0.5	3.7	-5.1	10.0	·	-1.0	1711	-1.5	7.9	0.1
FC(F)(F)c1cccc(NC(=S)Nc2ccc(Cl)cc2Cl)c1	9.8	1.5	4.2	9.1	2.0	·	0.1	1560	7.0	·	1.2
CCC1CO/C(=C(\C(Cl)=C(Cl)Cl)[N+](=O)[O-])N1 (stereo not drawn)	-1.4	-0.9	-1.7	9.4	3.6	-0.193	-0.1	1671	7.7	-18.6	3.2
CCOC(=O)c1cccc(C(=O)Nc2nc3ccc(OC)cc3s2)n1	11.9	-2.5	-1.3	-44.7	-8.6	-0.332	-0.9	1477	-2.1	-4.0	1.5
CN(C)/C=N/c1ncc(C(=O)c2ccc(Cl)cc2)s1	-7.1	3.3	8.2	20.0	-0.9	·	-3.8	1706	-1.3	·	1.5
CCN(CCCNC(=O)c1ccc(N2CCCC2=O)cc1)c1cccc(C)c1	79.5*	-4.7	13.4	0.6	0.9	·	-0.9	1693	11.9	28.6	2.1

3 compounds out of the list above, ordered by the value under RAM inhibit, largest number first:
molecule | RAM inhibit
CN(C)/C=N/c1ncc(C(=O)c2ccc(Cl)cc2)s1 | 1.5
O=C(N/N=C\CCc1ccccc1)c1ccco1 | 1.1
COc1cccc(CNCCc2c[nH]c3ccccc23)c1OCc1ccc(F)cc1 | 0.0

Back to the main list, repeating the 2 entries before the break.
SMILES	Lmaj promast	HMGR II inh	PPARg SRC3 recr	bIAP inhibitor	PPARg SRC-2 ag	ROMK primary	Redox H2O2 prof	SRC2 TRFRET art	PPARg SRC-1 ag	S1P3 antagonist	RAM inhibit
CN(C)/C=N/c1ncc(C(=O)c2ccc(Cl)cc2)s1	-7.1	3.3	8.2	20.0	-0.9	·	-3.8	1706	-1.3	·	1.5
CCN(CCCNC(=O)c1ccc(N2CCCC2=O)cc1)c1cccc(C)c1	79.5*	-4.7	13.4	0.6	0.9	·	-0.9	1693	11.9	28.6	2.1
COc1cccc(C2CCCN2Cc2nc(CCC(C)C)no2)c1 (stereo not drawn)	0.2	-0.8	-2.7	-8.2	-4.6	0.25	-0.5	1450	-0.4	-14.1	1.2
Cc1ccc(N(CC(=O)NCCc2ccc(F)cc2)S(=O)(=O)c2ccc(Cl)c([N+](=O)[O-])c2)c(C)c1	53.5*	-4.8	6.1	15.1	3.4	·	2.9	1636	1.9	-6.5	8.1
CSC1=NC(=O)/C(=C\c2cccc3ccccc23)S1	-7.1	0.7	5.0	-4.5	8.2	-0.449	0.9	1520	1.8	-2.4	4.5
N/C(=N\OC(=O)Cc1ccccc1[N+](=O)[O-])c1cccc(Br)c1	9.9	-4.7	0.8	10.5	13.7	-0.794	-1.0	1638	20.1	-3.6	4.9
CCCCn1c2c(c(=O)n(C)c1=O)C(c1ccc(OC)cc1)N1CCCCCC1=N2 (stereo not drawn)	-1.0	6.6	-7.2	0.1	3.2	·	1.6	1644	-5.2	-13.5	3.3
CC(=O)c1ccc(NS(=O)(=O)c2c(C)cc(C)cc2C)cc1	9.3	0.7	-2.9	11.6	-3.1	-0.745	-1.8	1517	-5.9	-10.7	4.5
Cc1cc(N2CCOCC2)cc(C)[n+]1[O-]	-4.4	-2.5	3.2	-4.4	-5.8	-0.0361	-3.0	1627	0.0	·	0.1
COc1ccc(NC(=O)/C(C#N)=C/c2ccc(OCc3ccccc3F)cc2)cc1	49.0	-6.7	-0.1	14.9	3.5	0.747	1.3	1643	2.7	-12.7	1.2
Cc1cccc(CSc2nc3[nH]ncc3c(=O)[nH]2)c1	-9.6	5.2	2.2	-34.3	1.5	-0.24	-0.1	1667	4.3	0.0	1.9
Cc1sc2nc(CN3CCOCC3)nc(Cl)c2c1C	-3.2	5.4	1.3	-49.4	11.4	-0.386	0.0	1818	9.3	-5.2	2.9
O=C(OCCN1CCOCC1)C(c1ccccc1)c1ccccc1	-7.6	-3.7	-0.8	4.4	9.9	·	-1.9	1382	2.0	-10.4	-0.7
CC1(C)CC(=O)c2cc3c(nc2C1)CC(C)(C)CC3=O	5.7	0.3	-6.0	-2.3	2.6	·	0.3	1494	1.4	-17.5	2.1
CCCOc1ccc(C2C(C(=O)c3ccc(C)o3)=C(O)C(=O)N2CCN2CCOCC2)cc1OC (stereo not drawn)	-4.3	-2.4	-3.4	5.3	-7.1	0.786	-0.4	1410	7.5	-3.8	1.0
COc1ccc(C/C(N)=N/OC(=O)c2ccc(Cl)cc2)cc1	-3.4	-0.9	5.0	-15.5	7.1	·	-0.6	1616	9.4	-7.0	3.8
O=S(=O)(c1cccc(C(F)(F)F)c1)N1CCN(C(=S)NC2CC2)CC1	54.6*	-1.9	-0.6	0.2	3.3	-0.276	0.1	1665	3.0	-10.4	2.3
O=[N+]([O-])c1ccc(Oc2ccc(/C=N/O)cc2)nc1	-5.2	-4.5	6.2	2.3	14.6	0.0684	0.2	1554	10.4	-19.2	0.4
CC1CC(C)CN(c2cc3c(cc2[N+](=O)[O-])C(=O)N(c2ccccc2)C3=O)C1 (stereo not drawn)	84.9*	-4.9	-0.5	-0.7	-3.0	-0.173	0.4	1493	-3.7	5.8	3.1
CCOC(=O)C1(Cc2ccccc2)CCN(Cc2cn(CC(=O)OC)c3ccccc23)CC1	26.3	-5.6	-5.0	7.2	0.6	-3.32*	-1.1	1395	0.3	-0.1	-1.4
CCOc1ccc(NC(=O)c2nsc(Cl)c2Cl)cc1	-3.1	-0.8	0.7	15.9	6.6	1.11	-1.4	1362	-5.8	-4.8	1.2
Cc1ccc2nc3cc([N+](=O)[O-])cc([N+](=O)[O-])c3cc2c1	100.5*	-2.8	-2.8	25.1	7.8	-2.04	-1.4	1468	3.3	-4.7	3.4
Cc1c(NC(=O)c2cc3c(s2)-c2ccccc2OC3)cccc1[N+](=O)[O-]	7.2	-2.7	2.6	-0.7	-3.4	0.761	0.2	1558	-6.8	5.5	2.7
Cc1onc(-c2ccccc2)c1C(=O)N1CCOC12CCN(c1cccc(F)n1)CC2	12.2	-10.7	1.4	-14.9	6.7	0.222	-1.0	1818	8.2	-12.6	2.5
Cc1onc(-c2c(F)cccc2Cl)c1C(=O)Nc1sc2c(c1C(N)=O)CCC2	63.3*	-1.1	3.3	7.5	-0.8	1.1	0.1	1334	3.1	·	4.0
C=CCn1c(CNC(=O)c2cccs2)nnc1SCC(=O)Nc1ccc(C(=O)O)cc1	-3.1	-2.7	9.1	-2.4	1.6	-0.149	-0.8	1521	5.5	·	1.9

No enrichment for hits, and some 13% of all compounds hit somewhere here.
